EPAC2 antagonist: EPAC2 (human) antagonism. Q8WZA2. EPAC2 GEF exchange of Rap1B-BODIPY-GDP, fluorescence. Potency, µM (top dose mostly 114 µM), inactives show at the top dose activity, negative = inhibition, actives largely listed as inhibitors. 360,000 tested, 0.18% active. AID 720708; also: potency is read from the fitted curve at half-maximal effect; % is scaled to controls: 0 for no effect and ±100 for the full control effect; nearly all actives have a fitted effect of over 45% in size; many of its hits are not listed in these tables
TDP43 rescue: rescues yeast growth from TDP-43 toxicity; 410,000 tested, 1.8% active; AID 652104; TDP-43 expressing yeast growth rescue, BacTiter-Glo, 24 h; Potency, µM (series often up to 46.1 µM), for the others: at the top dose growth rescue (activation), most hits filed as activators; also: potency is read from the fitted curve at half-maximal effect; % of control where 0% means no effect; nearly all actives have a fitted effect of over 50% in size
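Galactose-induced TDP-43 yeast, OD600=0.02, compound pinned; 24 hr, 30 deg C; BacTiter-Glo luminescence for growth. Inhibitors of TDP-43 toxicity read as activators.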
Abeta rescue: restores growth of yeast expressing A-beta42 peptide | yeast expressing A-beta42, growth rescue, OD600, 48 h; response scale: 0% DMSO, 100% iron-clioquinol control | Potency, µM (series often up to 46.1 µM), inactives show at the top dose growth rescue, hits mostly activators | 410,000 tested, 0.063% active; also: potency is read from the fitted curve at half-maximal effect; nearly all actives have a fitted effect of over 55% in size
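Growth rescue measured by 600 nm absorbance after 48 h yeast culture at 30 C with compound. Values normalized between DMSO and an equimolar ferric chloride plus clioquinol control.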
DRD3 agonist: activates the human D3 dopamine receptor; P35462; D3R DiscoveRx beta-arrestin cells, luminescence, 90 min; max activation, %; 410,000 tested, 0.58% active; AID 652048; in the data active = max activation above about 30%; also: 0% is about no effect; mostly tested at two doses, the higher about 12 µM
Target sequence (P35462 whole entry, looked up): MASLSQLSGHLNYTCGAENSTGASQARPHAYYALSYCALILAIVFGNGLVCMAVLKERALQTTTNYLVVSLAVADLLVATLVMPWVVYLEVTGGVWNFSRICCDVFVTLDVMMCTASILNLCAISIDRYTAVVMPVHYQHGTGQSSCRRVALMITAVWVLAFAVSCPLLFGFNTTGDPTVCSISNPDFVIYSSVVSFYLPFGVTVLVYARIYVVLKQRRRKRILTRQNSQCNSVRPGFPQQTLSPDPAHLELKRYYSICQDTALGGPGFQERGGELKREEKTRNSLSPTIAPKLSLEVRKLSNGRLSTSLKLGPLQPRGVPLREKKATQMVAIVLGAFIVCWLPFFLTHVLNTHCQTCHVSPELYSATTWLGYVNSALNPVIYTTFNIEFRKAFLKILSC
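Agonist mode: compounds and dopamine controls were applied to plated cells for 90 min at 37 degrees C after an overnight attachment at 1500 cells/well. Luminescent read-out followed 30 - 60 minutes at room temperature with DiscoveRx detection reagent.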
D3 antag: D3 dopamine receptor (human) antagonism; P35462; D3R cells, DiscoveRx beta-arrestin luminescence, antagonist mode; hits give low values; max response, negative = inhibition, %; 360,000 tested, 2.5% active; AID 652054; in the data active = max response below about -50%; inconclusive = no clear call, values can overlap the other calls; also: % is scaled to controls: 0 for no effect and ±100 for the full control effect; mostly tested at two doses, the higher about 12 µM
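Cells plated overnight at 1500 cells/well, then exposed to library compounds with dopamine controls for 90 minutes at 37 degrees C. DiscoveRx reagent added for 30–60 minutes at room temperature; luminescence read, quantitative HTS format.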
EPAC2 agonist: EPAC2 (human) agonism | Q8WZA2 | EPAC2 activation, biochemical qHTS; response scale: 100% = 6.5 mM cAMP response | Potency, µM (doses to about 154 µM), inactives show at the top dose activation, usual class: activators | 360,000 tested, 0.079% active | AID 720711; also: potency is read from the fitted curve at half-maximal effect; nearly all actives have a fitted effect of over 50% in size
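Readout is BODIPY fluorescence (480 nm excitation, 540 nm emission), which falls as labeled GDP is exchanged off Rap1B. EPAC2 at 100 nM acted on 250 nM RAP1B-BODIPY-GDP with 50 uM GDP present.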
FUS yeast rescue: rescues growth of FUS-expressing yeast. S. cerevisiae FUS-expressing, growth rescue, OD600, 24 h. Potency, µM (titrated, usually from 76.6 µM), without a hit: top-dose growth rescue (activation), hits mostly activators. 390,000 tested, 0.24% active. AID 1347120;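 also: potency is read from the fitted curve at half-maximal effect; plate controls were DMSO vehicle for no effect and reference control for full effect; nearly all actives have a fitted effect of over 55% in size; some results filed as inactive show a strong effect at the top dose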
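S. cerevisiae expressing FUS from galactose induction served as the toxicity model. Growth after 24hr at 30C, read as absorbance at 600 nm, indicates suppression of toxicity; compounds dosed at several concentrations.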
aSyn rescue: inhibitors of alpha-synuclein toxicity in yeast | Yeast expressing alpha-synuclein, growth rescue, BacTiter-Glo, 24 h | Potency, µM (top dose mostly 46.1 µM), inactives show at the highest dose growth rescue (activation), actives largely listed as activators | 370,000 tested, 0.14% active | AID 652106; also: potency is read from the fitted curve at half-maximal effect; % of control where 0% means no effect; nearly all actives have a fitted effect of over 65% in size
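Readout is rescue of growth in alpha-synuclein-expressing yeast, so inhibitors of toxicity appear as activators. Growth after 24 hr at 30 deg C in galactose medium is quantified by luminescence.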
* = called active by the depositor; ? = inconclusive; . = no result given; & = joins results of further samples; [ ] = remark or other dose. Unless noted, calls follow the shape of the dose curve; as a rule, active = well fitted curve in the direction sought with a large enough effect; inconclusive = small, poorly fitted or top-dose-only effect, or another doubt; inactive = no such curve, though single readings can be large; an effect the other way counts as inactive or inconclusive.

SMILES | EPAC2 antagonist | TDP43 rescue | Abeta rescue | DRD3 agonist | D3 antag | EPAC2 agonist | FUS yeast rescue | aSyn rescue
COc1ccc(-c2cc(C(C)=O)c(C)n2CCC(=O)NCc2ccc(F)cc2)cc1 | . | 14% | -9% | 1 | . | . | 37% | .
COc1ccccc1OCC(=O)Nc1cccc(C(=O)N2CCOCC2)c1 | 12% | -13% | -10% | -8 | -17 | 1% | 39% | 1%
COc1ccc(CNC(=O)CN(c2ccccc2)S(=O)(=O)N(C)C)cc1 | 1% | -12%&-1% | -6%&-15% | 1&-11 | -5 | 7% | 3%&-14% | -7%&1%
Cc1cccc(C)c1OCc1nnc2c3cnn(C)c3ncn12 | 3% | ? | 2% | 7 | 17 | 0% | 2% | 0%
Cc1ccc(-c2nc3c4ccccc4ccn3c2CC2CCCCC2)cc1 | -16% | 12% | 1% | -11 | -9 | 4% | 17% | 15%
Cc1occc1C(=O)N1CCN(S(=O)(=O)c2ccc(F)cc2)CC1 | 14% | 9% | 4% | -5 | 13 | 0% | -6% | 0%
Cn1c(N)c(C(=O)COC(=O)c2ccc(F)cc2Cl)c(=O)n(C)c1=O | -7% | 18% | -17% | -4 | -11 | 0% | -12% | -7%
CN(N=Nc1nc[nH]c1C(N)=O)C1CCCCC1 | 2% | 19% | -31% | -10 | 0 | 8% | 0% | -4%
Cc1nnc(SCc2ccccc2)nc1/C=C/NOCc1ccc(Cl)cc1Cl | -1% | -6% | 3%[9.22 µM] | -2 | 10 | 3% | -24% | 9%
C/C=C/Cn1c(SC)nc2c1c(=O)[nH]c(=O)n2C | -1% | 17% | 1% | 0 | 6 | -4% | -5% | -5%
O=[N+]([O-])c1cc(S(=O)(=O)N2CCCC2)ccc1NCCCN1CCOCC1 | -3% | -2% | -18% | -3 | -13 | 3% | 15% | -6%
NNC(=O)[C@H](Cc1ccccc1)NC(=O)NCCc1ccccc1 | 11% | 7% | 28% | 4 | 0 | 13% | -2% | -3%
COc1ccccc1NC(=O)CCNS(=O)(=O)c1ccc2c(c1)CC(C)N2C(=O)C1CC1 (stereo unspecified) | 4% | -1% | 5% | -8 | 15 | 2% | 1% | 0%
CSc1cccc(NC(=S)N(CCCN2CCC(C)CC2)Cc2cccs2)c1 | -6% | 0% | 3% | -16 | -76* | 19% | 20% | -5%
CCCCN(C(=O)c1ccc2c(c1)S(=O)(=O)N=C1CCCCCN12)c1c(N)n(CCCC)c(=O)[nH]c1=O | -1% | -12% | 2% | 3 | -12 | 0% | ? | -1%
O=C(Nc1ccccc1-c1ccccc1)c1ccc(Cl)c([N+](=O)[O-])c1 | 0% | 21% | ? | 3 | ? | 0% | -5% | 2%
CCOC(=O)CCSc1nc(C)c2ccccc2n1 | -1% | 27% | 5% | 0 | 7 | 6% | 5% | 13%
O=C(NCC(c1ccco1)N1CCCC1)c1cccc(S(=O)(=O)N2CCc3ccccc32)c1 (stereo unspecified) | -7% | 8% | 5% | -2 | ? | 2% | 8% | 0%
CCCCOc1ccc(C(=O)N2CCNC(=O)C2CC(=O)OC(C)C)cc1 (stereo unspecified) | 1% | 11% | 0% | 10 | -1 | 1% | 17% | 0%
Nc1c(C(=O)Nc2ccc(F)c(F)c2)sc2nc(-c3ccncc3)ccc12 | . | 5% | -11% | -11 | . | . | -13% | .
O=C(Nc1cccc(-c2nc3ccccc3o2)c1)C(F)(F)F | . | 26% | -4% | -26 | . | . | -18% | .
Cc1nnc(N(C)C(=O)c2ccccn2)s1 | -2% | 5% | -1% | 4 | 6 | 10% | . | -3%
COc1cc2c(cc1NC(=O)CSc1ccccc1)oc1ccccc12 | 3% | 21% | -1% | 4 | 10 | 10% | -3% | 5%
COc1ccc(CCNS(=O)(=O)c2ccc3c(c2)NC(=O)C(C)S3)cc1OC (stereo unspecified) | -6% | -19% | -5% | 0 | 11 | 11% | 10% | -7%
CC(C)NC(=O)COCc1cc(-c2ccc3c(c2)OCO3)on1 | 0% | 12% | -17% | 1 | 13 | 2% | 12% | -1%
CC(C)N1CCN(Cc2ccc(C#CC(C)(C)O)cc2)CC1CCO (stereo unspecified) | 18% | 6% | -2% | 2 | -4 | 7% | -21% | -3%
CC1Cc2ccccc2N1C(=O)C1CCN(S(=O)(=O)c2cccs2)CC1 (stereo unspecified) | 14% | -17% | 3% | 16 | 13 | 5% | 2% | -8%
CCOC(=O)[C@]12CCCC=C1N(Cc1ccco1)C(=O)[C@H](CC(=O)NCCCOC)C2 | 0% | 15% | -12% | 5 | 41 | 11% | 9% | -2%
Nc1c2c(nc3ccccc13)N(c1ccccc1)CC2 | -3% | -7% | -15% | -12 | -17 | 3% | -8% | 6%
CC(C)c1ccc(C2c3c(oc4ccc(Cl)cc4c3=O)C(=O)N2CCCN2CCOCC2)cc1 (stereo unspecified) | . | 20%[9.22 µM] | -11% | -17 | . | . | ? | .
CCC(C)(C(=O)NC1CCCC1)N(C(=O)c1ccccn1)c1ccc(C)cc1 (stereo unspecified) | -3% | 4% | -4% | 0 | 4 | 9% | 26% | -1%
CC(=O)c1cc(OC(=O)c2ccncc2)ccc1OC(=O)c1ccncc1 | -5% | 12% | -6% | 2 | 5 | 6% | -9% | 3%
CCCc1nc2ccccc2c(C(=O)OCC(=O)c2ccc3c(c2)NC(=O)CO3)c1CC | 0% | -6% | 16% | 1 | -8 | -1% | -7% | .
CCOC(=O)c1cccc(NC(=O)C(C)N2C(=O)c3ccccc3C2=O)c1 (stereo unspecified) | 0% | 0% | 6% | 5 | -2 | 6% | -15% | -5%
Cc1ccc(NC(=O)CCCC2CCCCC2)c(O)c1 | -22% | 29% | 15% | 15 | 23 | -5% | -5% | 1%
Cc1c(Cl)cccc1N1C(N)=C(C#N)C(c2cc(CN3CCOCC3)cs2)C2=C1CCCC2=O (stereo unspecified) | . | 12% | 6% | -11 | . | . | -2% | .
CC(=O)N(C(C)=O)c1c(N2CCOCC2)c2ccccc2oc1=O | -5% | -23% | -1% | -11 | -11 | 12% | 1% | 3%
CC(C)C(C)(C#N)NC(=O)CSc1nc2scc(-c3ccc(F)cc3)c2c(=O)n1Cc1ccccc1 (stereo unspecified) | -5% | -2% | 20% | 5 | 12 | 11% | 2% | 1%
O=C(NC(=S)Nc1ccccc1N1CCOCC1)c1ccccc1F | -8% | ? | 28% | -4 | 17 | 6% | 16% | -1%
COc1ccc(/C=N/c2c(-c3ccc(OC)cc3)nc3n2CCS3)cc1 | -8% | 2% | -15% | -12 | -28 | 17% | 38% | 1%
CCCCCCN1C[C@H](n2cc(COC(=O)c3ccccc3)nn2)[C@@H](O)C[C@@H]1c1ccc(C)cc1 | -15% | 35µM* | -2% | 2 | 28 | -8% | ? | -14%
O=C(Nc1ccc(F)cc1)c1csc2c1CCCCC2 | . | 21% | 5% | -13 | . | . | 10% | .
COc1ccc2c(c1)c(C(C)=O)c(C)n2-c1ccccc1OC | ? | 22% | -33%[inhibitor] | -4 | -4 | 6% | 13% | 5%
CCCn1c(SCC(=O)NNC(=O)c2ccc(OC)cc2)nnc1C(C)C | -8% | 0% | -2% | -11 | -24 | 5% | 18% | -1%
O=C(c1cccc([N+](=O)[O-])c1)n1nc(-c2ccccc2)nc1NCc1ccccc1 | -2% | 9% | 10% | -2 | -7 | -1% | 6% | 9%
COc1ccccc1CNC(=O)c1cc(S(=O)(=O)N2CCCC2)cn1C | -3% | 1% | 0% | 4 | 14 | 4% | -10% | -1%
C=CCn1c(SCc2c(C)noc2C)nc2sc3c(c2c1=O)CCCCC3 | -5% | 9% | 5% | -6 | ? | 9% | 24% | 10%
CN(C)CCn1c(=S)[nH]c2ccc(Cl)cc2c1=O | 8% | -2% | -8% | -15 | -15 | -2% | -3% | 0%
Cc1ccc(/C=C2/NC(=O)N(c3ccccc3)C2=O)o1 | 10% | 0% | -23% | -2 | -22 | 2% | ? | -3%

13 entries out of the list, arranged by formula weight, smallest number first:
SMILES | EPAC2 antagonist | TDP43 rescue | Abeta rescue | DRD3 agonist | D3 antag | EPAC2 agonist | FUS yeast rescue | aSyn rescue
Cc1ccc(/C=C2/NC(=O)N(c3ccccc3)C2=O)o1 | 10% | 0% | -23% | -2 | -22 | 2% | ? | -3%
Cc1ccc(NC(=O)CCCC2CCCCC2)c(O)c1 | -22% | 29% | 15% | 15 | 23 | -5% | -5% | 1%
CN(C)CCn1c(=S)[nH]c2ccc(Cl)cc2c1=O | 8% | -2% | -8% | -15 | -15 | -2% | -3% | 0%
O=C(Nc1ccc(F)cc1)c1csc2c1CCCCC2 | . | 21% | 5% | -13 | . | . | 10% | .
CC(=O)N(C(C)=O)c1c(N2CCOCC2)c2ccccc2oc1=O | -5% | -23% | -1% | -11 | -11 | 12% | 1% | 3%
O=C(NC(=S)Nc1ccccc1N1CCOCC1)c1ccccc1F | -8% | ? | 28% | -4 | 17 | 6% | 16% | -1%
COc1ccc(/C=N/c2c(-c3ccc(OC)cc3)nc3n2CCS3)cc1 | -8% | 2% | -15% | -12 | -28 | 17% | 38% | 1%
COc1ccccc1CNC(=O)c1cc(S(=O)(=O)N2CCCC2)cn1C | -3% | 1% | 0% | 4 | 14 | 4% | -10% | -1%
O=C(c1cccc([N+](=O)[O-])c1)n1nc(-c2ccccc2)nc1NCc1ccccc1 | -2% | 9% | 10% | -2 | -7 | -1% | 6% | 9%
C=CCn1c(SCc2c(C)noc2C)nc2sc3c(c2c1=O)CCCCC3 | -5% | 9% | 5% | -6 | ? | 9% | 24% | 10%
CCCCCCN1C[C@H](n2cc(COC(=O)c3ccccc3)nn2)[C@@H](O)C[C@@H]1c1ccc(C)cc1 | -15% | 35µM* | -2% | 2 | 28 | -8% | ? | -14%
Cc1c(Cl)cccc1N1C(N)=C(C#N)C(c2cc(CN3CCOCC3)cs2)C2=C1CCCC2=O (stereo unspecified) | . | 12% | 6% | -11 | . | . | -2% | .
CC(C)C(C)(C#N)NC(=O)CSc1nc2scc(-c3ccc(F)cc3)c2c(=O)n1Cc1ccccc1 (stereo unspecified) | -5% | -2% | 20% | 5 | 12 | 11% | 2% | 1%

An excerpt, so the mix of outcomes need not match the whole.
